Screening data (PubChem BioAssay)
Mcl1-Bid inh: Mcl-1/Bid interaction inhibition | TR-FRET Mcl-1/Bid-Dy647 peptide binding, 1536-well | inhibition, % at 21.7 µM | 0.97% of 220,000 active;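 active = compounds that cut the binding signal by more than half at the single screening dose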;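 note: His-tagged Mcl-1 with europium anti-His antibody binding Bid BH3 peptide; 0% = Mcl-1 plus peptide wells and 100% = peptide-only wells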
Target sequence (Q07820 whole entry, looked up): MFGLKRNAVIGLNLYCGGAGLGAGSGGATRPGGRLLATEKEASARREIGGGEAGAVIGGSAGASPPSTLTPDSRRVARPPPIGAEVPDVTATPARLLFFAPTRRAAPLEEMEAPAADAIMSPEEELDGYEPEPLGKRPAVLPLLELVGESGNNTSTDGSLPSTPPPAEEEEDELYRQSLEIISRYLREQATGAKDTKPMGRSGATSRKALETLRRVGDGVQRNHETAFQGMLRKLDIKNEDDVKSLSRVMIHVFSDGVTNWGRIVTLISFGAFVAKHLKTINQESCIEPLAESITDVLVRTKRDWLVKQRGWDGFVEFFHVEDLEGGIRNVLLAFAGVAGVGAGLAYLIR
Avidin fluor: avidin bead compound fluorescence profile; Avidin beads, compound fluorescence 488/530 nm, flow cytometry; active compounds read high; fluorescence (KMESF) at 10 µM; 0.38% of 220,000 active; in the data active = fluorescence above about 47; note: inactives centre near 10
Cdc42 wt GTP: human Cdc42 wildtype GTP binding change, either direction | P60953 | GST-Cdc42 beads, Bodipy-GTP binding, flow cytometry; actives lie on both sides | percent activity (GTP binding), % at 10 µM | 0.2% of 190,000 active;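 active = percent activity GTP binding at least 20 points away from the 100% baseline, either down as inhibitor or up as activator; inconclusive = compound flagged as likely green fluorescent from well-wide comparison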;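 note: median bead fluorescence of bound Bodipy-FL-GTP at 100 nM; 0% = excess unlabeled GTP control and 100% = no compound control; below 100% means less GTP binding so inhibitor and above means activator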
Target sequence (P60953 whole entry, looked up): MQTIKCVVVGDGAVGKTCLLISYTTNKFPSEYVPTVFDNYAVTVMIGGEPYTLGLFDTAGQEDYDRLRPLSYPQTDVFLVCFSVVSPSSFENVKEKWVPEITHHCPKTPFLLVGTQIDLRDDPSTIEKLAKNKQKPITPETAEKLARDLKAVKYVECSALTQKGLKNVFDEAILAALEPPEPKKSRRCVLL
Mcl1 Noxa PPI: disrupts binding of human Mcl-1 to Noxa peptide; Q07820; TR-FRET Mcl-1/Noxa peptide binding, 2 h; inhibition, % at 21.7 µM; 1.5% of 220,000 active; AID 1022;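 active = compounds that cut the protein-peptide binding signal by more than 50% relative to plate controls in a single-dose test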;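 note: His-tagged Mcl-1 with rhodamine Noxa BH3 peptide and terbium anti-His antibody; 0% = Mcl-1 plus Noxa peptide wells and 100% = peptide-only wells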
HRas wt GTP: human HRas wildtype GTP binding, change in either direction; 0.14% of 190,000 active; P01112; GST-Ras wt beads, Bodipy-FL-GTP binding, flow cytometry; actives lie on both sides; GTP binding activity, % at 10 µM;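 active = GTP binding activity at least 20% away from the 100% baseline, either lowered as inhibitor or raised as activator; inconclusive = flagged as likely green fluorescent, judged across all proteins in the well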;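 note: 0% = unlabeled GTP competition control and 100% = no-compound control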
Target sequence (P01112 whole entry, looked up): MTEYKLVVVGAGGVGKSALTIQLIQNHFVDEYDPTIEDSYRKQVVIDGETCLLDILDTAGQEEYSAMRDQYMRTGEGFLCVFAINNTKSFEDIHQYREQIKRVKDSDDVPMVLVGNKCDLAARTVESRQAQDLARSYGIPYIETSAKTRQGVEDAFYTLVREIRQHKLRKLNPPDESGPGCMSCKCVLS
GSH fluor: GSH bead compound fluorescence profile | GSH beads flow cytometry, compound fluorescence 488/530 nm; active compounds read high | fluorescence (KMESF) at 10 µM | 0.25% of 190,000 active | AID 1776; in the data active = fluorescence above about 89;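 note: glutathione beads carrying GST-tagged Bcl family fusion proteins plus one bare bead set; values are compound well signal with DMSO vehicle wells as background; inactives centre near 16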
Rac1 wt GTP bind: modulators of human Rac1 wildtype GTP binding | P63000 | GST-Rac1 beads, fluorescent GTP binding, flow cytometry; actives lie on both sides; 0 = cold GTP competed, 100 = untreated | GTP binding activity (% of control), % at 10 µM | 0.27% of 190,000 active;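 active = GTP binding activity at least 20 points away from the 100% control level, either lower or higher; inconclusive = compound flagged as likely green fluorescent, judged across all proteins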
Rac1 mut GTP: alters GTP binding to activated mutant human Rac1; P63000; percent activity (GTP binding), % at 10 µM; GST-Rac1 activated beads, fluorescent GTP binding, flow cytometry; actives lie on both sides; 100% means binding = to untreated wells; 0.11% of 190,000 active;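 active = GTP binding at least 20 percentage points away from the 100% baseline, in either direction, so actives lie on both sides; inconclusive = Compound likely fluorescent itself, or too few beads counted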
Pf gametocyte: P. falciparum stage V gametocyte viability inhibition | P. falciparum stage V gametocytes, ATP luminescence, 24 h | inhibition, % at 10.9 µM | 0.065% of 150,000 active | AID 743093;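 active = inhibition above the mean plus 3 SD of compounds within the control limits, set per campaign, cut at about 38% in these data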;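 note: 0% = DMSO wells and 100% = medium only without gametocytes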
Rab2 wt GTP: changes GTP binding to wildtype dog Rab2A, up or down; P61105; GST-Rab2 wt beads, Bodipy-GTP binding, flow cytometry; GTP binding activity, % at 10 µM; 0.19% of 190,000 active; AID 760;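 active = GTP binding activity at least 20 points away from 100%, either lowered or raised; inconclusive = signal likely due to the compound's own green fluorescence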;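 note: 0% = beads with excess unlabeled GTP and 100% = no-compound control corrected for plate trend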
Rab7 wt modul: dog Rab7 wildtype GTP binding, inhibitors and activators; GST-Rab7 beads, fluorescent GTP binding, flow cytometry; actives lie on both sides; untreated = 100%, excess cold GTP = 0%; GTP binding activity (percent of control), % at 10 µM; 0.055% of 190,000 active;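 active = fluorescent GTP binding to Rab7 beads changed by at least 20 points from the 100% baseline, either direction, mostly lower; inconclusive = compound itself probably fluorescent, or too few beads counted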;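 note: median green fluorescence of bound Bodipy-FL-GTP per Rab7 bead population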
Starred values were filed as active, the others as inactive; ? = inconclusive; . = not tested or not shown.

Results follow in this order: Mcl1-Bid inh	Cdc42 wt GTP	HRas wt GTP	Pf gametocyte	Rac1 wt GTP bind	Rab2 wt GTP	Rab7 wt modul	Rac1 mut GTP	Avidin fluor	GSH fluor	Mcl1 Noxa PPI
> COc1ccc(NC(=O)C2(c3cccs3)CCOCC2)cc1
  -36.8	99.0	98.0	9.8	98.0	95.0	97.0	97.0	9	10	-8.9
> O=C1CN(C(=O)CSc2nnnn2-c2ccc(Cl)cc2)c2ccccc2N1
  -10.2	98.0	98.0	.	97.0	95.0	96.0	95.0	4	34	8.5
> COc1ccc(OC)c(NC(=O)COC(=O)CSc2ccc(Cl)cc2)c1
  10.1	100.0	97.0	-26.6	99.0	95.0	102.0	94.0	14	26	20.8
> CCOCC(=O)Nc1ccc([N+](=O)[O-])cc1OC
  -5.1	97.0	99.0	-14.0	103.0	98.0	107.0	97.0	9	18	15.0
> CCOC(=O)c1cnc(SC)nc1Oc1cccc(NC(=O)c2ccc(C)cc2)c1
  -11.5	96.0	100.0	.	103.0	100.0	99.0	96.0	14	31	-5.0
> O=C(CN(CCCN1CCOCC1)C(=O)Cn1nnc(-c2ccc(F)cc2)n1)NC1CCCCC1
  -30.3	103.0	100.0	8.8	107.0	102.0	101.0	98.0	10	14	5.1
> CN(C)C(=O)NC1C=CS(=O)(=O)C1 (centres undefined)
  -6.8	99.0	101.0	.	103.0	101.0	101.0	102.0	3	11	30.1
> CCOC(=O)c1c(NC(=O)CNC2CCCCC2)sc(C)c1C
  -4.3	95.0	94.0	14.1	100.0	97.0	97.0	94.0	7	13	10.7
> NC(=S)N=Nc1c(O)[nH]c2ccc(F)cc12
  -71.0	84.0	76.0*	-9.6	76.0*	74.0*	85.0	89.0	24	7	24.1
> CSc1nc2c(c(=O)[nH]1)C(c1ccc(Cl)cc1)CC(=O)N2 (centres undefined)
  10.8	99.0	98.0	8.5	101.0	96.0	98.0	96.0	9	18	21.1
> COc1ccc(CSc2nnc(Cc3sc(-c4ccccc4)nc3-c3ccccc3)o2)cc1
  -49.0	100.0	98.0	.	103.0	99.0	98.0	98.0	8	56	10.4
> Cc1ccc(C(C(=O)NCc2ccco2)N(C(=O)CNC(=O)c2cccs2)c2ccc(C)cc2)cc1 (centres undefined)
  -3.6	101.0	99.0	.	103.0	99.0	100.0	97.0	5	23	-3.6
> COc1ccc(C(=O)NC(=S)Nc2nnn(C)n2)cc1
  -31.3	103.0	97.0	-9.1	102.0	95.0	97.0	98.0	20	10	20.9
> C/C(=N\Nc1cc(C(F)(F)F)ccc1Cl)c1ccccc1O
  -5.6	99.0	97.0	-15.8	99.0	95.0	99.0	96.0	11	22	-3.0
> Cc1ccc(-n2cc(CN3CCN(c4ccccn4)CC3)c(-c3ccc(F)cc3)n2)cc1
  -4.0	98.0	99.0	.	99.0	100.0	102.0	94.0	1	14	-0.2
> Brc1ccc(/C=N/Nc2ccccn2)cc1
  -30.2	97.0	95.0	8.5	100.0	96.0	95.0	93.0	23	8	20.4
> CCN(CC)c1ccc(C(=O)NC(=S)N2CCN(Cc3ccc4c(c3)OCO4)CC2)cc1
  -27.7	99.0	96.0	-6.8	99.0	97.0	101.0	96.0	12	9	0.9
> COC(=O)c1ccc(NC(=O)CN2C(=O)CNC2=O)cc1
  -27.0	104.0	103.0	.	109.0	100.0	103.0	100.0	24	9	-1.2
> CCC(=O)Oc1ccc2oc(=O)cc(C)c2c1
  -16.4	99.0	99.0	.	103.0	97.0	99.0	98.0	2	6	8.4
> O=c1c2cc3c(=O)n(-c4ccccc4O)c(=O)c3cc2c(=O)n1-c1ccccc1O
  -44.2	100.0	102.0	-33.7	102.0	100.0	107.0	99.0	10	23	1.7
> Cc1cc(OCC(O)CN2C(C)CCCC2C)ccc1C(C)C (centres undefined)
  -11.7	97.0	93.0	13.9	95.0	95.0	98.0	93.0	10	17	4.3
> O=C(Cc1coc(-c2ccc(F)cc2)n1)NCc1ccccc1
  5.8	?	?	.	?	?	?	?	6	36	11.9
> CCc1nn(CC(=O)NCCN2CCN(C)CC2)c(=O)c2cc3occc3n12
  50.4	94.0	95.0	.	97.0	96.0	95.0	94.0	5	14	3.1
> COc1ccc2c(=O)c(-c3ccc4c(c3)OCO4)coc2c1
  3.1	102.0	101.0	.	107.0	100.0	100.0	98.0	11	18	9.1
> CCC1CCCCN1C(=O)CCc1nnc(C2CCCCC2)o1 (centres undefined)
  -12.6	102.0	98.0	.	103.0	97.0	99.0	98.0	9	25	-0.7
> Clc1ccc(SCc2nc3ccccc3[nH]2)cc1
  -10.2	103.0	100.0	.	97.0	99.0	95.0	97.0	8	18	-6.4
> O=S(=O)(NCc1cccs1)NCc1ccccc1F
  -6.3	101.0	97.0	-25.8	100.0	99.0	95.0	96.0	20	9	-12.4
> Fc1cccc(Cl)c1CNn1cn[nH]c1=S
  -23.9	97.0	99.0	.	100.0	101.0	105.0	99.0	5	12	-0.5
> COc1ccc(-c2[nH]c3ccccc3c2SCCNC(=O)c2ccccc2)cc1
  -13.7	104.0	103.0	.	107.0	103.0	106.0	98.0	4	15	11.8
> CN(C)C(=O)CN1CCN(C(=O)CCl)CC1
  13.2	99.0	101.0	-11.9	99.0	100.0	106.0	98.0	12	67	-2.9
> Cc1ccccc1Cn1c(=O)sc2ccccc2c1=O
  5.7	97.0	97.0	-13.5	96.0	96.0	94.0	98.0	12	16	1.7
> CC(=O)C1=C(C)NC(C)=C(C(C)=O)C1c1ccccc1
  -36.1	97.0	99.0	-10.7	98.0	100.0	104.0	98.0	20	29	-8.4
> CC(C)(C)OC(=O)NCCCC(CCCNC(=O)OC(C)(C)C)C(=O)O
  5.2	98.0	101.0	.	96.0	102.0	103.0	97.0	12	9	1.0
> O=C(CSc1nc(Cc2ccccc2)nc2ccccc12)Nc1nc2c(s1)CCCC2
  -3.8	97.0	99.0	11.6	98.0	97.0	97.0	97.0	7	60	-1.8
> COc1ccc(-c2nnn(CC(=O)N(CCN3CCOCC3)C(C(=O)NC3CCCCC3)c3ccco3)n2)cc1 (centres undefined)
  -37.5	97.0	97.0	0.9	100.0	97.0	100.0	95.0	12	9	-4.9
> CCCCN(c1ccc(C(=O)OC)cc1)S(=O)(=O)c1ccccc1
  -4.5	91.0	96.0	-0.1	98.0	96.0	103.0	95.0	19	13	9.4
> COc1cccc(OC)c1C(=O)Nc1nc(COc2ccccc2)cs1
  -19.1	86.0	89.0	-4.6	91.0	91.0	100.0	90.0	10	13	10.6
> Cn1nc(C(=O)NCc2ccc(F)cc2)c2ccccc2c1=O
  -29.9	101.0	101.0	-33.5	101.0	98.0	100.0	95.0	21	15	14.0
> N#Cc1c(NC(=O)C2CC=CCC2C(=O)O)sc2c1CCCCCC2 (centres undefined)
  -18.8	98.0	94.0	-14.6	98.0	95.0	98.0	95.0	15	17	30.8
> COc1ccc(C(=O)Nc2cccc(/C(C)=N/NC(=O)c3ccc([N+](=O)[O-])cc3)c2)cc1OC
  -0.9	97.0	98.0	12.9	97.0	97.0	98.0	96.0	18	10	16.6
> CC(C)CC(NC(=O)C1CCCCC1)C(=O)NCc1ccccn1 (centres undefined)
  -32.3	96.0	97.0	.	94.0	96.0	93.0	91.0	12	39	5.7
> CCOC(=O)c1c(NC(=O)c2ccccc2)sc2c(O)c(CN(CC)CC)ccc12
  20.8	103.0	102.0	21.4	106.0	100.0	104.0	98.0	15	31	58.7*
> CC(=O)N1C(C)(C)CC(=NOS(=O)(=O)c2ccccc2)CC1(C)C
  -7.6	96.0	96.0	-23.2	94.0	99.0	95.0	92.0	7	19	13.5
> Cc1nc(-c2ccccc2)sc1-c1nc(-c2ccncc2)ncc1S(=O)(=O)c1ccccc1
  -13.1	104.0	105.0	3.5	103.0	106.0	104.0	100.0	10	21	-60.9
> CCCn1nnc(NC(=O)COc2ccc(CC)cc2)n1
  -13.6	101.0	98.0	.	102.0	98.0	96.0	95.0	5	17	11.9
> COc1ccc(CC(=O)N2N=C(C)CC2(O)C(F)(F)F)cc1OC (centres undefined)
  -25.9	97.0	101.0	-3.5	98.0	101.0	104.0	96.0	4	16	-13.7
> COC(=O)C1=CN(C2CC2)C=C(C(=O)OC)C1c1ccc(C(F)(F)F)cc1
  -16.2	96.0	101.0	-24.9	101.0	97.0	105.0	97.0	10	12	-2.5
> CCN(CC)S(=O)(=O)c1ccc(NC(=O)C2CCCO2)cc1 (centres undefined)
  -18.7	104.0	105.0	-28.5	103.0	107.0	104.0	103.0	7	20	-1.7
